Source: PubChem
PhoP inhibition: inhibitors of PhoP regulon expression, primary screen, Salmonella Typhimurium, GFP reporter (AID 1863); actives 0.16% (n = 300,000); S. Typhimurium PhoP-regulated promoter GFP reporter, 4 h; higher % means a stronger effect; inhibition, % at 50 µM; hits with a dose series show IC50 in µM;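 active means inhibition over 29.93%, a cutoff 3 SD above the screen mean, later confirmed by dose response; inconclusive means inhibition over 29.93% but no dose response follow-up; inactive means inhibition at most 29.93% or unconfirmed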;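 further: 0% = low Mg2+ inducing control and 100% = high Mg2+ repressing control; strong numbers were not always called active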
WT yeast gro inh: growth inhibition of WT yeast, mitochondrial fusion screen; mitochondrial fusion phenotypic screen, WT strain; inhibition, % at 10 µM; actives 2.1% (n = 190,000); AID 1362; in the data active means inhibition above about 58%; tested in S. cerevisiae
SIAH1 antagonists: blockers of Siah-1 interaction with plectin peptide – biochemical, fluorescence polarization, rhodamine-plectin, uHTS, primary screen (AID 1817); Siah-1 / rhodamine-plectin peptide fluorescence polarization; higher % means a stronger effect; displacement, % at 20 µM; hits with a dose series show IC50 in µM; actives 0.02% (n = 290,000);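 active means displacement of at least 50% at 20 µM, with a fluorescence ratio check between 0.3 and a set limit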;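 further: plate controls were Siah plus tracer with DMSO for no effect and tracer alone without Siah for full effect; strong numbers were not always called active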
PMI inhibition: human PMI inhibitors, high substrate, primary screen, biochemical, fluorescence intensity, high mannose 6-phosphate (AID 1220) | recombinant PMI enzyme, coupled fluorescence intensity; higher % means a stronger effect | one-dose inhibition, % at 20 µM; IC50 in µM for titrated hits | actives 0.66% (n = 190,000)
human PMI inhibition: MPI enzyme activity inhibition – biochemical, fluorescence intensity, coupled assay, primary screen (AID 1209); purified PMI enzyme, coupled fluorescence intensity; higher % means a stronger effect; actives 0.42% (n = 190,000); inhibition, % at 20 µM; hits with a dose series show IC50 in µM;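 further: plate controls were DMSO vehicle for no effect and wells lacking substrate for full effect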
RSV antiviral HEp-2: inhibition of RSV-induced cytopathic effect – HEp-2 cells, primary 10 µM value included (AID 2391); HEp-2 cells, RSV-induced CPE inhibition; higher % means a stronger effect; CPE inhibition, % at 10 µM; hits with a dose series show IC50 in µM; actives 0.13% (n = 310,000); in the data active means a potency from the dose series; inconclusive means CPE inhibition mostly from about 23% at the one dose, without a potency; inactive means the rest, 99 in 100 with CPE inhibition below about 21%; further: strong numbers were not always called active
XIAP antagonists: XIAP antagonists, biochemical, IAP family, fluorescence polarization (AID 1018); XIAP BIR domain, fluorescence polarization peptide displacement; higher % means a stronger effect; actives 0.007% (n = 200,000); one-dose displacement, % at 20 µM; IC50 in µM for titrated hits; in the data active means displacement above about 50%; further: a part of the inactive calls stands beside numbers as strong as those of hits
TNAP activation fold: stimulation of alkaline phosphatase TNAP activity – biochemical, luminescent, no phosphate acceptor, uHTS, primary screen (AID 1001); purified TNAP, luminescent activation assay, no phosphate acceptor; higher activation fold means a stronger effect; activation fold at 20 µM, or EC50 in µM where a hit was titrated; actives 0.03% (n = 200,000); in the data active means activation fold from about 3, or a potency from the dose series; inactive means the rest, 99 in 100 with activation fold below about 1.6; further: many of its hits are not listed in these tables
Myeloid diff 2: myeloid differentiation induction; actives 1% (n = 360,000); ER-HoxA9 myeloid progenitors, lysozyme-GFP differentiation, flow cytometry; calls only at 10 µM;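 active means normalized GFP-positive differentiation at or above the plate's own cutoff, the solvent-only control mean plus 3 SD; inconclusive means no clear call, values can overlap the other calls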;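 further: cells exposed to compound for four days before flow analysis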
WT yeast gro inh mutant strain: second read-out of WT yeast gro inh, no call of its own (marks repeat the call); inhibition, %; mitochondrial fusion phenotypic screen, mutant strain inhibition
Myeloid diff 2 GFP+ MAC1+ %: recorded beside Myeloid diff 2, whose call it bears; GFP+ MAC1+ double positive, %; measured here: differentiation confirmed by MAC1 staining
An asterisk follows results filed as active. Unless noted, no stated cut-off is given here; in the data, active means inhibition above about 50%; inactive means the rest.

What do the screens show for `COC(=O)c1nnn(CC(=O)NC(=O)Nc2c(C)cccc2C)c1C(=O)OC`?
PhoP inhibition: 1%; WT yeast gro inh: -21; SIAH1 antagonists: 4%; PMI inhibition: -7%; human PMI inhibition: -4%; RSV antiviral HEp-2: 0.9%; XIAP antagonists: -0.8%; TNAP activation fold: 1.1; Myeloid diff 2: inactive; WT yeast gro inh mutant strain: -2; Myeloid diff 2 GFP+ MAC1+ %: 0.6

How did COC(=O)c1ccc(Cl)c(NC(=O)CN(c2ccccc2)S(=O)(=O)c2ccc(OC)cc2)c1 do in these assays?
PhoP inhibition: -3%; WT yeast gro inh: 25; SIAH1 antagonists: 6%; PMI inhibition: 4%; human PMI inhibition: 20%; RSV antiviral HEp-2: 2.6%; XIAP antagonists: -2.3%; TNAP activation fold: 0.9; Myeloid diff 2: inactive; WT yeast gro inh mutant strain: -11; Myeloid diff 2 GFP+ MAC1+ %: 0.4

How did CNC(=O)NC(=O)C(C)OC(=O)c1c(C)noc1C (stereo unspecified) do in these assays?
PhoP inhibition: 2%; WT yeast gro inh: -8; SIAH1 antagonists: 3%; PMI inhibition: 3%; human PMI inhibition: 0%; RSV antiviral HEp-2: -1.2%; XIAP antagonists: -22%; TNAP activation fold: 1.1; Myeloid diff 2: inactive; WT yeast gro inh mutant strain: -10; Myeloid diff 2 GFP+ MAC1+ %: 2.4

Results for CC(C)CN(C(=O)COC(=O)c1ccc([N+](=O)[O-])o1)C1CCS(=O)(=O)C1 (stereo unspecified) ?
PhoP inhibition: 18%; WT yeast gro inh: -2; SIAH1 antagonists: -1%; PMI inhibition: 8%; human PMI inhibition: 2%; RSV antiviral HEp-2: 0.8%; XIAP antagonists: -6.1%; TNAP activation fold: 1.1; Myeloid diff 2: inactive; WT yeast gro inh mutant strain: -24; Myeloid diff 2 GFP+ MAC1+ %: 0.7

What do the screens show for `Cc1cccc(N(C(=O)c2nsc(Cl)c2Cl)C(C(=O)NC2CCCC2)c2ccc(O)cc2)c1C` (stereo unspecified)?
PhoP inhibition: 15%; WT yeast gro inh: -7; SIAH1 antagonists: 3%; PMI inhibition: 3%; human PMI inhibition: 9%; RSV antiviral HEp-2: inconclusive; XIAP antagonists: -8.4%; TNAP activation fold: 1.1; Myeloid diff 2: inactive; WT yeast gro inh mutant strain: 8; Myeloid diff 2 GFP+ MAC1+ %: 0.9

Results for CCC(OCC(O)CN1CCN(CCN2C(=O)c3cccc4cccc(c34)C2=O)CC1)c1ccccc1 (stereo unspecified) ?
PhoP inhibition: 16%; WT yeast gro inh: 58; SIAH1 antagonists: -5%; PMI inhibition: -38%; human PMI inhibition: -32%; RSV antiviral HEp-2: 0.5%; XIAP antagonists: -9.5%; TNAP activation fold: 1.1; Myeloid diff 2: inactive; WT yeast gro inh mutant strain: 56; Myeloid diff 2 GFP+ MAC1+ %: 0.0

What do the screens show for `COc1ccc(OC)c(CCNC(=O)CC2Oc3ccccc3NC2=O)c1` (stereo unspecified)?
PhoP inhibition: 3%; WT yeast gro inh: 4; SIAH1 antagonists: -2%; PMI inhibition: 7%; human PMI inhibition: 0%; RSV antiviral HEp-2: 0.0%; XIAP antagonists: -4.0%; TNAP activation fold: 1.2; Myeloid diff 2: inactive; WT yeast gro inh mutant strain: -5; Myeloid diff 2 GFP+ MAC1+ %: 1.1

Results for Cc1ccc(S(=O)(=O)N2CCN(C(=O)C(C)Cn3cncn3)CC2)cc1C (stereo unspecified) ?
PhoP inhibition: -1%; SIAH1 antagonists: 33%; RSV antiviral HEp-2: 1.8%; Myeloid diff 2: inactive; Myeloid diff 2 GFP+ MAC1+ %: 0.1

How did COc1cccc(C(C(=O)NC(C)(C)C)N(Cc2ccc(F)cc2)C(=O)CCC(=O)Nc2cc(C)on2)c1OC (stereo unspecified) do in these assays?
PhoP inhibition: 3%; SIAH1 antagonists: -4%; RSV antiviral HEp-2: 2.2%; Myeloid diff 2: inactive; Myeloid diff 2 GFP+ MAC1+ %: 0.4

How did COc1ccc(NC(=O)c2ccccn2)cc1S(=O)(=O)N1CCOCC1 do in these assays?
PhoP inhibition: -1%; WT yeast gro inh: -21; SIAH1 antagonists: -6%; PMI inhibition: 3%; human PMI inhibition: -3%; RSV antiviral HEp-2: -1.1%; XIAP antagonists: -6.1%; TNAP activation fold: 1.1; Myeloid diff 2: inactive; WT yeast gro inh mutant strain: 22; Myeloid diff 2 GFP+ MAC1+ %: 0.2

How did Cn1c(=O)c2ccccc2n2c(CCl)nnc12 do in these assays?
PhoP inhibition: 0%; SIAH1 antagonists: 12%; RSV antiviral HEp-2: -0.7%; Myeloid diff 2: inconclusive

What do the screens show for `CCCCCNC(=O)c1ccc2c(=O)n(CCOC)c(=O)[nH]c2c1`?
PhoP inhibition: -9%; WT yeast gro inh: 15; SIAH1 antagonists: 2%; PMI inhibition: -1%; human PMI inhibition: -6%; RSV antiviral HEp-2: 0.1%; XIAP antagonists: -3.0%; TNAP activation fold: 1.3; Myeloid diff 2: inactive; WT yeast gro inh mutant strain: 13; Myeloid diff 2 GFP+ MAC1+ %: 1.3

What do the screens show for `CN1CCN(Cc2nc3ccccc3c(=O)n2Cc2nc(-c3ccc4ccccc4c3)cs2)CC1`?
PhoP inhibition: 13%; WT yeast gro inh: 81*; SIAH1 antagonists: -3%; PMI inhibition: 12%; human PMI inhibition: 22%; RSV antiviral HEp-2: -1.2%; XIAP antagonists: -8.4%; TNAP activation fold: 1.2; Myeloid diff 2: inconclusive; WT yeast gro inh mutant strain: 78*

How did Cc1cc(N2C(=O)C(O)=C(C(=O)c3cc4ccccc4o3)C2c2ccc([N+](=O)[O-])cc2)no1 (stereo unspecified) do in these assays?
PhoP inhibition: -7%; SIAH1 antagonists: 18%; RSV antiviral HEp-2: 5.4%; Myeloid diff 2: inactive; Myeloid diff 2 GFP+ MAC1+ %: 1.8

How did COc1cccc(N2CCN(CC(=O)c3c(C)[nH]c4ccccc34)CC2)c1 do in these assays?
PhoP inhibition: -2%; WT yeast gro inh: 0; SIAH1 antagonists: 3%; PMI inhibition: 15%; human PMI inhibition: 15%; RSV antiviral HEp-2: 3.1%; XIAP antagonists: -5.1%; TNAP activation fold: 1.1; Myeloid diff 2: inactive; WT yeast gro inh mutant strain: -6; Myeloid diff 2 GFP+ MAC1+ %: 3.0

How did CCCN(CCC)S(=O)(=O)c1ccc(C(=O)N2CC3CCC(CC3)C2)cc1 do in these assays?
PhoP inhibition: -2%; SIAH1 antagonists: 2%; RSV antiviral HEp-2: -1.6%; Myeloid diff 2: inactive; Myeloid diff 2 GFP+ MAC1+ %: 0.3

How did CC(C(=O)OCC(=O)c1cccc([N+](=O)[O-])c1)N1C(=O)C2C3CCC(C3)C2C1=O (stereo unspecified) do in these assays?
PhoP inhibition: 1%; WT yeast gro inh: 3; SIAH1 antagonists: 9%; PMI inhibition: 6%; human PMI inhibition: 17%; RSV antiviral HEp-2: 2.0%; XIAP antagonists: -2.1%; TNAP activation fold: 1.1; Myeloid diff 2: inactive; WT yeast gro inh mutant strain: 25; Myeloid diff 2 GFP+ MAC1+ %: 0.3

How did Cc1cc(C(=O)Nc2ccc(Cl)cc2)on1 do in these assays?
PhoP inhibition: 3%; SIAH1 antagonists: 3%; RSV antiviral HEp-2: 3.6%; Myeloid diff 2: inactive; Myeloid diff 2 GFP+ MAC1+ %: 0.1

Results for COc1ccccc1N1CCN(C(=O)C(=O)c2c[nH]c3ccccc23)CC1 ?
PhoP inhibition: 8%; SIAH1 antagonists: -5%; RSV antiviral HEp-2: -1.4%; Myeloid diff 2: inactive; Myeloid diff 2 GFP+ MAC1+ %: 0.7

What do the screens show for `COc1cccc2cc(-c3nnc(SCC(=O)NCc4ccccc4)n3C)oc12`?
PhoP inhibition: -4%; WT yeast gro inh: 12; SIAH1 antagonists: -2%; PMI inhibition: 7%; human PMI inhibition: 8%; RSV antiviral HEp-2: -0.3%; XIAP antagonists: -6.3%; TNAP activation fold: 1.1; Myeloid diff 2: inactive; WT yeast gro inh mutant strain: 12; Myeloid diff 2 GFP+ MAC1+ %: 0.3

Results for COc1ccc(OC)c(C2=Nn3c(nnc3C3CCCCC3)SC2)c1 ?
PhoP inhibition: 1%; WT yeast gro inh: 30; SIAH1 antagonists: 0%; PMI inhibition: 1%; human PMI inhibition: 2%; RSV antiviral HEp-2: 7.4%; XIAP antagonists: -6.4%; TNAP activation fold: 1.1; Myeloid diff 2: inactive; WT yeast gro inh mutant strain: 27; Myeloid diff 2 GFP+ MAC1+ %: 0.2

Results for CCCCN(CC)CCCNC(=O)CC1Nc2ccccc2NC1=O (stereo unspecified) ?
PhoP inhibition: -7%; WT yeast gro inh: 33; SIAH1 antagonists: 2%; PMI inhibition: 0%; human PMI inhibition: -9%; RSV antiviral HEp-2: -0.2%; XIAP antagonists: -3.6%; TNAP activation fold: 1; Myeloid diff 2: inactive; WT yeast gro inh mutant strain: 10; Myeloid diff 2 GFP+ MAC1+ %: 0.3

What do the screens show for `O=C(CN1C(=O)CC(c2ccco2)Sc2ccccc21)Nc1ccccc1F` (stereo unspecified)?
PhoP inhibition: 0%; WT yeast gro inh: 5; SIAH1 antagonists: 1%; PMI inhibition: 13%; human PMI inhibition: 0%; RSV antiviral HEp-2: 2.6%; XIAP antagonists: -6.9%; TNAP activation fold: 1.1; Myeloid diff 2: inactive; WT yeast gro inh mutant strain: -8; Myeloid diff 2 GFP+ MAC1+ %: 3.0

What do the screens show for `COC(=O)c1ccccc1NC(=O)COC(=O)[C@H](C)NC(N)=O`?
PhoP inhibition: -4%; SIAH1 antagonists: -3%; RSV antiviral HEp-2: 2.4%; Myeloid diff 2: inactive; Myeloid diff 2 GFP+ MAC1+ %: 0.8

What do the screens show for `O=C(COc1ccc2c3c(c(=O)oc2c1)CCC3)Nc1ccccn1`?
PhoP inhibition: 7%; SIAH1 antagonists: 6%; RSV antiviral HEp-2: 2.7%; Myeloid diff 2: inactive; Myeloid diff 2 GFP+ MAC1+ %: 0.0

How did Cc1nc(-c2cc(C#N)c(Sc3ccc(Cl)cc3Cl)nc2C)cs1 do in these assays?
PhoP inhibition: -11%; SIAH1 antagonists: -9%; RSV antiviral HEp-2: 5.3%; Myeloid diff 2: inactive; Myeloid diff 2 GFP+ MAC1+ %: 0.8

What do the screens show for `Cc1ccc(NS(=O)(=O)c2ccc(C(=O)N3CCCCCCC3)cc2)cc1`?
PhoP inhibition: 0%; SIAH1 antagonists: -1%; RSV antiviral HEp-2: 6.1%; Myeloid diff 2: inactive; Myeloid diff 2 GFP+ MAC1+ %: 0.8
